A3A deaminase = APOBEC3A ssDNA deaminase inhibitors, primary screen, selectivity assay for APOBEC3G inhibitor project, biochemical, FAM/TAMRA oligo cleavage fluorescence; 330,000 tested, 0.41% active; inhibition, % at 20 µM; recombinant A3A, FAM/TAMRA ssDNA deamination fluorescence; DNA dC->dU-editing enzyme APOBEC-3A (Homo sapiens), P31941;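 active = at least 40% inhibition at 20 µM here, with at most 30% in a related deaminase screen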;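 also: plate controls were A3A with DMSO for no effect and wells lacking A3A enzyme for full effect; some results filed as inactive read as strong as hits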
Target sequence (P31941 whole entry, looked up): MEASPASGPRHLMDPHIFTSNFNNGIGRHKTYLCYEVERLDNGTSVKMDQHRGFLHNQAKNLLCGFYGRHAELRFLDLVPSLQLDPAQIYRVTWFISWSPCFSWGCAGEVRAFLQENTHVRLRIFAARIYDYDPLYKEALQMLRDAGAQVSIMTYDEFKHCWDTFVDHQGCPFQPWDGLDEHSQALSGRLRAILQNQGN
MPTP block = mitochondrial permeability transition pore inhibitors, primary screen, biochemical, isolated mouse mitochondria, absorbance. inhibition, % at 10 µM. Ca2+ swelling absorbance, 30 min. AID 602449, 2012. 360,000 tested, 1.4% active;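 active = inhibition of 50% or more, scaled per plate between neutral and stimulator controls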;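 also: 0% = DMSO wells given calcium and 100% = 1 mM EGTA wells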
hIAP block = human IAP inhibitors, primary screen, biochemical, luminescence, uHTS. Intestinal-type alkaline phosphatase (Homo sapiens), P09923. purified IAP, CDP-Star luminescence, 30 min. inhibition, % at 10 µM. 330,000 tested, 0.12% active. AID 2544, 2010;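 active = inhibition reaching a set limit with compound at 10 µM in the primary screen, cut at about 35% in these data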;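 also: plate controls were DMSO wells with enzyme for no effect and no-enzyme buffer wells for full effect; values of inactives mirror those of a sister screen read the other way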
Target sequence (P09923 whole entry, looked up): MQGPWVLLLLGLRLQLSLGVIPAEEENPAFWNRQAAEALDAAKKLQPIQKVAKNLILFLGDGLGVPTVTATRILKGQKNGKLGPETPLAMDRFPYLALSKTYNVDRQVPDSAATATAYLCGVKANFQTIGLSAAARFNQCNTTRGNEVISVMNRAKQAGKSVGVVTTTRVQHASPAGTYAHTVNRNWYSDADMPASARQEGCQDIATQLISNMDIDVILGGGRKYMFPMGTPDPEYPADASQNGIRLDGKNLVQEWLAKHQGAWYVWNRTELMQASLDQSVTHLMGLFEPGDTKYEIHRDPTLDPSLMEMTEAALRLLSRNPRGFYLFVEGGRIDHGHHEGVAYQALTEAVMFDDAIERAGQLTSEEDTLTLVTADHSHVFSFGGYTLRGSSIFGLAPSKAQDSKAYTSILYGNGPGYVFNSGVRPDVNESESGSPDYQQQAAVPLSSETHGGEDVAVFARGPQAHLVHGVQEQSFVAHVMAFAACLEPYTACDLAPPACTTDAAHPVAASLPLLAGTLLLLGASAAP
mIAP act = activators of mouse IAP, primary screen, biochemical, luminescence, uHTS. 330,000 tested, 0.24% active. intestinal alkaline phosphatase [Mus musculus]. activation factor at 10 µM. muIAP, CDP-Star luminescence, 30 min; active compounds read high; 1 = vehicle-only enzyme signal, 0 = enzyme-free wells. AID 2805, 2010;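 active = activation factor of at least 2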; also: the source names both 10 and 20 µM as test concentration; values of inactives mirror those of a sister screen read the other way
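Assay system: mouse IAP enzyme; Reagent: CDP-Star chemiluminescent phosphatase substrate; Compound: DMSO-dissolved test compounds; Incubation: 30 min, room temperature; Technique: luminescence from enzymatic CDP-Star hydrolysis; Controls: DMSO-only wells and no-enzyme negative control.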
hIAP act = human IAP activators, primary screen, biochemical, luminescence, uHTS | Intestinal-type alkaline phosphatase (Homo sapiens), P09923 | purified human IAP, CDP-Star luminescence, 30 min; active compounds read high; 1 = vehicle-only enzyme, 0 = enzyme-free background | activation factor at 10 µM | 330,000 tested, 0.16% active;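 active = activation factor of the enzyme at least 2-fold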; also: the source names both 10 and 20 µM as test concentration; values of inactives mirror those of a sister screen read the other way
MIN6 prolif = inducers of MIN6 beta-cell proliferation, primary screen, ATP luminescence, uHTS; MIN6 cells proliferation, ATPlite luminescence, 48 h; cells starved in 0.2% serum; 100% = growth in 10% serum; 330,000 tested, 0.29% active; AID 2380, 2010; proliferation, % at 10 µM;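 active = compounds whose signal lies at least 3.5 SD above the mean of all wells on their plate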;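 also: 0% = DMSO-treated cells in low-serum medium and 100% = 10% serum control; some compounds called inactive have numbers as strong as hits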
mIAP inh = inhibitors of mouse IAP, primary screen, biochemical, luminescence, uHTS; purified mouse IAP, CDP-Star luminescence, 30 min; 330,000 tested, 0.2% active; inhibition, % at 10 µM; intestinal alkaline phosphatase [Mus musculus];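 active = inhibition of at least 40% at 10 µM in the primary screen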;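 also: plate controls were DMSO with enzyme for no effect and no enzyme wells for full effect; values of inactives mirror those of a sister screen read the other way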
A3G deaminase = APOBEC3G DNA deaminase inhibitors, primary screen, biochemical, fluorescence, single-stranded DNA substrate, uHTS; 330,000 tested, 0.28% active; AID 493012, 2011; recombinant A3G, ssDNA deamination FAM/TAMRA fluorescence; DNA dC->dU-editing enzyme APOBEC-3G (Homo sapiens), Q9HC16; inhibition, % at 20 µM;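 active = inhibition of at least 40% at 20 µM, with no more than 30% in the related APOBEC3A deaminase screen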;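 also: plate controls were DMSO wells with A3G for no effect and wells lacking A3G enzyme for full effect; some compounds called inactive have numbers as strong as hits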
ATG4B inhibitor = ATG4B protease inhibitors, primary screen, biochemical, fluorescence, uHTS. ATG4B cleavage of LC3-PLA2, NBD-HPC fluorescence, 1 h. AID 504462, 2011. inhibition, % at 8.33 µM. Cysteine protease ATG4B (Homo sapiens), Q9Y4P1. 340,000 tested, 0.51% active; in the data active = inhibition above about 40%
Target sequence (Q9Y4P1 whole entry, looked up): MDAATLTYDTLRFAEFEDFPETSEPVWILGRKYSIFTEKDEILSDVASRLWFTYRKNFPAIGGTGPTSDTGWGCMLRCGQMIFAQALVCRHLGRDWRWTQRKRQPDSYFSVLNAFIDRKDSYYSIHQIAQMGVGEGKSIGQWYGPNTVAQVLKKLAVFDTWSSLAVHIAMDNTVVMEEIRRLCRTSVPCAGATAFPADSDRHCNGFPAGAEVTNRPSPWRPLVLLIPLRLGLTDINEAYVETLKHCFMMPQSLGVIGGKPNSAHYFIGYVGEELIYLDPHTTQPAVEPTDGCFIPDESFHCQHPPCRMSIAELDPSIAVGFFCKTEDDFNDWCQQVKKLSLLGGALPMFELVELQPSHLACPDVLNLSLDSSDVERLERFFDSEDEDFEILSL
* hit, by the source's call; . = no result given.

SMILES | A3A deaminase | MPTP block | hIAP block | mIAP act | hIAP act | MIN6 prolif | mIAP inh | A3G deaminase | ATG4B inhibitor
CCN(CC(=O)NCc1ccc(Cl)cc1)C(=O)CCOc1ccccc1C | -2 | -0.6 | 2 | 1.1 | 0.97 | 1 | -5 | -11 | -9
COc1ccc(NC(=O)CSc2c3c(nc4ccccc24)CCCC3)c(OC)c1 | 1 | -8.4 | 2 | 0.82 | 0.98 | 0 | 18 | 1 | -8
CC(OC(=O)/C=C/c1ccccc1)C(=O)Nc1cccc(C#N)c1 (centres undefined) | -1 | -1.7 | -5 | 0.94 | 1 | -7 | 6 | -5 | 4
Cc1ccc(NC(=O)c2ccccc2F)nc1 | -2 | 1.3 | 0 | 0.98 | 1 | -2 | 2 | -5 | 0
NC(=O)N/N=C/c1ccc(-n2nncc2-c2ccc(Cl)cc2)cc1 | 0 | -1.4 | 10 | 0.97 | 0.9 | -2 | 3 | -7 | -10
Cc1ccc(S(=O)(=O)N2CCN(S(C)(=O)=O)C2c2ccccc2)cc1 (centres undefined) | -5 | -3.2 | -23 | 1 | 1.2 | 0 | -4 | -7 | 3
Cc1cc(C)c(S(=O)(=O)C(C)C)c(=O)[nH]1 | 0 | -0.5 | 15 | 0.96 | 0.85 | 4 | 4 | 1 | -8
COc1cc(OC)nc(Oc2ccccc2C(=O)Oc2ccccc2Cl)n1 | 4 | 0.6 | 10 | 1 | 0.91 | 1 | -2 | -5 | 5
COc1ccc(-n2c(=O)c3ccccc3n(Cc3ccccc3F)c2=O)cc1OC | -4 | 0.4 | -9 | 1 | 1.1 | 7 | 0 | -8 | 6
CCCCNCC(=O)Nc1sc(C)c(C)c1C(=O)OCC | -2 | 1.5 | -27 | 0.84 | 1.3 | -1 | 16 | -3 | 15
O=C(CN1CCN(c2cccc(C(F)(F)F)c2)CC1)Nc1cccc(C(F)(F)F)c1 | -2 | 4.5 | -11 | 1.1 | 1.1 | -5 | -6 | -11 | -5
CCC1Oc2ccc(Cl)cc2N(CC(=O)O)C1=O (centres undefined) | 0 | 0.7 | 9 | 1 | 0.91 | 0 | -1 | -4 | 8
CCC(CC)c1nnc(NC(=O)C2COc3ccccc3O2)s1 (centres undefined) | 2 | 0.3 | 6 | 0.99 | 0.94 | -5 | 1 | -7 | 4
COc1cc(N)ccc1Cc1ccc(N)cc1OC | -7 | -1.9 | -45 | 0.98 | 1.4 | 0 | 2 | -10 | -10
COc1ccccc1S(=O)Cc1ccc(C(=O)NCCc2ccc(Cl)cc2)o1 (centres undefined) | 1 | -0.3 | -7 | 0.96 | 1.1 | 9 | 4 | -2 | -7
Fc1cccc(Cl)c1COc1ccc(-c2nnco2)cc1 | -1 | -2.5 | -12 | 1 | 1.1 | -1 | -5 | -2 | 0
CCS(=O)(=O)NCc1ccc2[nH]c3c(c2c1)CCCC3 | -4 | . | -2 | 1.1 | 1 | 1 | -8 | -7 | .
COc1ccc(C2CC(c3ccccc3OC(C)=O)=NN2C(=O)/C=C/c2ccccc2)cc1 (centres undefined) | -1 | 2.9 | -5 | 0.92 | 1.1 | 0 | 8 | -5 | 7
Cc1nn(Cc2c(F)c(F)c(F)c(F)c2F)c(C)c1NC(=O)c1ccnn1C | -4 | -1.9 | -8 | 1 | 1.1 | -2 | 0 | -5 | 3
COc1ccc(OC)c(N/C(C)=C/C(=O)c2ccncc2)c1 | -3 | 0.1 | 11 | 0.95 | 0.89 | -2 | 4 | 1 | -5
Cc1noc(C)c1S(=O)(=O)Nc1cc(C(F)(F)F)ccc1N1CCOCC1 | 2 | 4.6 | -20 | 1 | 1.2 | 1 | -4 | -1 | 3
Cc1cccc(-n2nc3c(c2NC(=O)c2ccc(Br)o2)CSC3)c1C | -1 | -2.4 | 9 | 0.96 | 0.91 | -1 | 4 | -5 | 6
Cc1cccc(C)c1N=C1C(=O)Nc2ccccc21 | 1 | 0.2 | 11 | 0.89 | 0.89 | -4 | 11 | -5 | 2
CCOC(=O)C1C(C(=O)Nc2cccc(C(F)(F)F)c2)C1C(=O)NC(C)C (centres undefined) | 5 | 3.0 | 2 | 0.98 | 0.98 | -3 | 2 | -6 | -7
O=C(Nc1ccc(S(=O)(=O)N2CCOCC2)cc1)c1ccc(F)cc1 | 0 | -0.4 | -8 | 0.95 | 1.1 | -2 | 5 | -4 | -3
SMILES | A3A deaminase | MPTP block | hIAP block | mIAP act | hIAP act | MIN6 prolif | mIAP inh | A3G deaminase | ATG4B inhibitor
CSc1nn2c(C(F)(F)F)cc(C(F)(F)F)nc2c1C(N)=O | -1 | -2.3 | 7 | 1 | 0.93 | 1 | 0 | -6 | -7
Cn1c2ccccc2c(=O)c2c(=O)n(Cc3ccco3)c(-c3ccc(C(C)(C)C)cc3)nc21 | 2 | . | 6 | 0.99 | 0.94 | -6 | 1 | -3 | .
N#CC1=C(N)Oc2n[nH]c(-c3ccc(F)cc3)c2C1c1cccnc1 (centres undefined) | 2 | -2.5 | -24 | 1.1 | 1.2 | 1 | -14 | -2 | -5
Cc1ccc(OCC(=O)NCCc2nc3ccccc3[nH]2)c(C)c1 | 0 | -1.4 | 0 | 1.1 | 1 | 0 | -15 | 1 | -10
COc1cccc(NC(=O)c2ccc3c(SCC(=O)O)c4c(nc3c2)CCCC4)c1 | -3 | -2.4 | 2 | 1 | 0.98 | 0 | -4 | -5 | -1
CCN(CC)CCNC(=O)c1c(O)c2c([nH]c1=O)CCCC2 | -2 | -1.0 | -5 | 1.1 | 1.1 | -3 | -7 | -2 | -9
C=CCN(C(=O)Nc1ccc(OC)cc1)c1nnc(-c2ccncc2)s1 | 2 | 0.7 | -24 | 1.1 | 1.2 | -2 | -15 | 0 | 3
COc1ccc(CN2CC(C(=O)NCCCN3CCCCC3)CC2=O)cc1 (centres undefined) | 1 | -0.5 | -4 | 1 | 1 | 0 | 0 | 1 | 3
CCO[C@@H]1OC(C(=O)N2CCN(C)CC2)=C[C@H](C2CCCCC2)[C@H]1CCCO | 0 | -1.6 | 13 | 1 | 0.87 | 2 | 0 | 0 | 6
CCC1(C(=O)OC)NC(c2ccco2)C2C(=O)N(c3ccc(C)cc3)C(=O)C21 (centres undefined) | -3 | 0.0 | 13 | 1 | 0.87 | 1 | -1 | -4 | -2
O=C(c1cccc(Cl)c1)N1CCCC(C(=O)N2CCN(c3ccccc3)CC2)C1 (centres undefined) | 1 | 0.3 | -6 | 0.98 | 1.1 | 0 | 2 | -8 | -3
CC(=O)c1cnc(Nc2ccc(C)cc2)s1 | -1 | 0.2 | 11 | 1 | 0.89 | 0 | 0 | -1 | -1
Cc1cccc(NC(=O)CNC(=O)Cn2cc(C(F)(F)F)cc(Cl)c2=O)c1C | 26 | -2.9 | 8 | 1 | 0.92 | 8 | -2 | -8 | -10
CC(C)CNC(=O)CSc1nc2scc(-c3ccccc3)c2c(=O)[nH]1 | 0 | 48 | 13 | 1.1 | 0.87 | 0 | -6 | -6 | 15
Cc1csc(C(=O)O)c1NC(=O)c1cccc([N+](=O)[O-])c1 | 1 | -1.6 | -3 | 0.96 | 1 | -1 | 4 | -3 | 4
CN(C)S(=O)(=O)N1CCC(C(=O)O)(c2ccccc2)CC1 | -6 | -1.1 | 4 | 1.1 | 0.96 | -1 | -9 | -4 | 0
CCOc1ccc(C(=O)C(C)OC(=O)CN2C(=O)NC(C)(C)C2=O)cc1 (centres undefined) | -3 | -2.2 | 26 | 0.97 | 0.74 | 2 | 3 | -13 | -3
CCc1ccc(N(C(=O)c2csnn2)C(C(=O)NC(C)(C)C)c2cccnc2)cc1 (centres undefined) | -2 | -1.4 | 4 | 1 | 0.96 | 0 | 0 | -8 | -5
CCCCC1CCC(c2nc(-c3ccccn3)no2)CC1 (centres undefined) | -2 | -0.3 | -6 | 0.99 | 1.1 | -4 | 1 | -3 | 10
O=C(NNC(=O)c1ccccc1C(F)(F)F)c1csc(N2CCOCC2)n1 | 2 | -0.2 | -57 | 0.92 | 1.6 | -2 | 8 | 3 | 2
CC1(C)CC(=O)CC2(C1)NCC(c1ccccc1Cl)c1c2[nH]c2ccccc12 (centres undefined) | 2 | -1.3 | -12 | 1.3 | 1.1 | -4 | -30 | -1 | 0
COC(=O)C1=C(C)N(CCc2ccccc2)C(=O)/C1=C\c1ccco1 | 2 | 33 | 7 | 0.85 | 0.93 | 0 | 15 | 4 | 8
O=C(CCc1ccccc1)N1CCN(S(=O)(=O)c2cccs2)CC1 | 1 | -2.4 | -3 | 0.98 | 1 | 2 | 2 | -5 | 1
O=C(NCCCN1CCN(C2CCCCC2)CC1)Nc1ccccc1C(F)(F)F | -5 | -0.3 | 5 | 0.94 | 0.95 | -1 | 6 | -8 | -2
COc1ccccc1CNC(=O)c1cc(-c2ccccc2)nn1Cc1cc(C)no1 | -2 | -0.7 | 2 | 1.6 | 0.98 | -4 | -57 | -1 | 3
SMILES | A3A deaminase | MPTP block | hIAP block | mIAP act | hIAP act | MIN6 prolif | mIAP inh | A3G deaminase | ATG4B inhibitor
CC(C)N(C(=O)[C@H]1C[C@H](CC(=O)NC(C)(C)C)C(=O)N2CCc3c([nH]c4ccc(Cl)cc34)[C@]12C)C(C)C | 5 | -1.7 | . | 1 | . | . | -3 | 6 | -2
O=S(=O)(c1cccc(-c2nnc(SCc3ccc(Cl)cc3)o2)c1)N1CCCCC1 | 6 | -1.2 | 6 | 1 | 0.94 | -2 | -4 | 2 | 1
CC(C)Oc1ccc(C(=O)NCC(=O)Nc2ccc3c(c2)CCC3)cc1 | -4 | 0.2 | -4 | 1.1 | 1 | -2 | -8 | -3 | -67
Nc1c(C(=O)c2ccc(Cl)cc2)oc2ccccc12 | 0 | 1.8 | -1 | 0.82 | 1 | 1 | 18 | 3 | -7
CCS(=O)(=O)N1CCN(C(=O)c2cccs2)CC1 | -2 | -0.3 | 17 | 0.95 | 0.83 | -1 | 5 | -3 | -16
CN(CC(=O)Nc1cccc(S(=O)(=O)N2CCCCC2)c1)Cc1ccc(F)cc1 | -1 | -0.9 | 6 | 1 | 0.94 | -2 | -5 | -3 | -8
COc1cccc(-c2csc(NC(C)=O)n2)c1 | -4 | -0.1 | 7 | 1.1 | 0.93 | -1 | -6 | 1 | -12

Compound profiles, as listed above. Order of values: A3A deaminase	MPTP block	hIAP block	mIAP act	hIAP act	MIN6 prolif	mIAP inh	A3G deaminase	ATG4B inhibitor
CCC1Oc2ccc(Cl)cc2N(CC(=O)O)C1=O (centres undefined) across the screens: 0	0.7	9	1	0.91	0	-1	-4	8
CC(C)N(C(=O)[C@H]1C[C@H](CC(=O)NC(C)(C)C)C(=O)N2CCc3c([nH]c4ccc(Cl)cc34)[C@]12C)C(C)C across the screens: 5	-1.7	.	1	.	.	-3	6	-2
COc1cccc(NC(=O)c2ccc3c(SCC(=O)O)c4c(nc3c2)CCCC4)c1 across the screens: -3	-2.4	2	1	0.98	0	-4	-5	-1
COc1cccc(-c2csc(NC(C)=O)n2)c1 across the screens: -4	-0.1	7	1.1	0.93	-1	-6	1	-12
